Source: PubChem BioAssay
Arr AP2 block: human beta-arrestin and AP2 interaction inhibition | hit rate 0.31% among 340,000 | FITC-arrestin peptide / GST-AP2 beads, flow cytometry; AP2 beta2 appendage carries R879A mutation | inhibition, % at 10 µM;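 active means inhibition above a set limit, near 3 SD of compounds lacking own fluorescence, cut at about 54% in these data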;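 further: plate controls were DMSO wells for no effect and 5 µM unlabelled arrestin peptide for full effect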
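Test system: GST-tagged AP2 beta2-adaptin appendage (R879A) on 4 µm glutathione beads; also added: fluorescein-tagged arrestin peptide at 50 nM final; timing: 12 min plus 1 h, RT; signal: flow cytometry, FL1 (488/535 nm); read-out: percent drop in bead-associated FITC signal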
Keap1 Nrf2 FP: disrupts human Keap1 binding to Nrf2 peptide | Q14145 | Keap1 Kelch-Nrf2 peptide fluorescence polarization, 1536-well | inhibition, % at 9.4 µM | hit rate 0.15% among 340,000 | AID 504523; in the data active means inhibition above about 12%;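 further: human Keap1 Kelch domain with fluorescein labeled Nrf2 9mer peptide probe; 0% = neutral control wells and 100% = peptide positive control; higher means more block of Keap1 binding to Nrf2 peptide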
NSD2 inh: inhibitors of human histone methyltransferase NSD2. inhibition, % at 12.5 µM. O96028. AID 743445. NSD2 peptide methylation, AlphaScreen, 120 min. hit rate 0.54% among 310,000; in the data active means inhibition above about 50%
CAL PDZ FP-1: human CAL PDZ-peptide interaction inhibition | Q9HD26 | purified CAL PDZ, TMR-peptide fluorescence polarization, 1 h | inhibition, % at 20 µM | hit rate 0.02% among 330,000 | AID 504414;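 active means highest replicate inhibition of at least 40%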;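 further: plate controls were DMSO neutral control wells for no effect and unlabeled competitor peptide control wells for full effect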
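Material: tagged CAL PDZ protein CerCALP, purified; buffer or medium: sodium phosphate/NaCl buffer pH 7.4 with TCEP, IgG, Thesit; also added: fluorescent TMR peptide probe; schedule: 1 h incubation at room temperature before polarization reading; technique: fluorescence polarization from S- and P-plane intensities, G-factor corrected; control set: unlabelled peptide and DMSO controls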
V-ATPase pH: regulators of yeast V-ATPase proton transport; response, % at 10 µM; S. cerevisiae, pHLuorin cytosolic pH fluorescence; hit rate 0.37% among 350,000; AID 504577; in the data active means response mostly above about 7.3%, no sharp cut-off; inactive means mostly below about 5.4%; further: actives read high; inactives centre near 0; some compounds called inactive have numbers as strong as hits
DAGLB inhibitor: diacylglycerol lipase beta (human) inhibition. AID 504411. inhibition, % at 5.17 µM. Q8NCG7. HEK293T DAGLB membrane lysate, EnzChek fluorogenic substrate. hit rate 0.059% among 340,000; in the data active means inhibition above about 34%;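 further: 0% = enzyme with vehicle and 100% = wells lacking enzyme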
Target sequence (Q8NCG7 whole entry, looked up): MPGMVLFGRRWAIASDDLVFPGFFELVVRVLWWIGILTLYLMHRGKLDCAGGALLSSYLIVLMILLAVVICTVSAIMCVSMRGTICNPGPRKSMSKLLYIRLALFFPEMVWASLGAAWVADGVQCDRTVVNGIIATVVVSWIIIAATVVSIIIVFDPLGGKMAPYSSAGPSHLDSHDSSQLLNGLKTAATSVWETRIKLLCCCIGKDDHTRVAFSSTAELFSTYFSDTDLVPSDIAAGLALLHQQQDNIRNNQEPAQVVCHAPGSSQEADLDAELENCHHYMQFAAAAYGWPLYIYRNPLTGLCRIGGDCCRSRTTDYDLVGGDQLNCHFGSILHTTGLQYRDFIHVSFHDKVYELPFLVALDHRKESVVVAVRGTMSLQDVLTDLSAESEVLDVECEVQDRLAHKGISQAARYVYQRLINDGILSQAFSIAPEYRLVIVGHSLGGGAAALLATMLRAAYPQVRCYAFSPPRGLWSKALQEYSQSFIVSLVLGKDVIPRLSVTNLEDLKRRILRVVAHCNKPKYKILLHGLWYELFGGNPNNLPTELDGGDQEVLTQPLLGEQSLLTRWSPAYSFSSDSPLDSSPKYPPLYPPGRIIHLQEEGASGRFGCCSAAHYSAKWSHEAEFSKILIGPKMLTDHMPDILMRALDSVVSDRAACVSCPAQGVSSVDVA
RTF Ca sens inh: cardiac RTF calcium desensitization; inhibition, % at 7.15 µM; hit rate 0.12% among 340,000; P19429+P45379; IANBD-labeled cardiac RTF, Ca2+ fluorescence; AID 493244;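 active means inhibition above the mean inhibition of all tested compounds plus 3 SD, cut at about 17% in these data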;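 further: assay run at fixed EC70 calcium of 1.6 mM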
Pemphigus Ab inh: human desmoglein-3 autoantibody binding inhibition. P32926. binding (percent of control), % at 10 µM. hit rate 0.48% among 310,000. DSG3-coupled beads, scFv-anti-DSG3-GFP binding, flow cytometry; stronger effect = lower value;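 active means binding more than 3 SD below its plate's average and above zero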;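 further: hits lower antibody fragment binding to DSG3; some compounds called inactive have numbers as strong as hits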
CAL PDZ FP-2: CAL PDZ (human) peptide binding inhibition; purified CAL PDZ, TMR-peptide fluorescence polarization, 1 h; inhibition, % at 24.9 µM; hit rate 0.92% among 300,000; AID 602252;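 active means mean inhibition of at least 30% with at least half of replicates also reaching 30%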;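 further: 0% = DMSO neutral control and 100% = excess unlabeled competitor peptide PRC23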
LANA DNA inh: inhibitors of KSHV LANA C-terminal domain DNA binding | hit rate 0.078% among 340,000 | AID 504423 | inhibition, % at 9 µM | MBP-C-LANA/FAM-LBS DNA binding, fluorescence polarization;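 active means highest replicate inhibition at or above 60% at 9 µM, even if other replicates fall short; inactive means all replicates below 60% inhibition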;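 further: 0% = neutral control wells and 100% = 4 µM acridine orange control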
The depositor's hits bear a star; x = no result given. A portion of the library; rates above refer to the full screens.

Screens by letter: A = Arr AP2 block; B = Keap1 Nrf2 FP; C = NSD2 inh; D = CAL PDZ FP-1; E = V-ATPase pH; F = DAGLB inhibitor; G = RTF Ca sens inh; H = Pemphigus Ab inh; I = CAL PDZ FP-2; J = LANA DNA inh
CCN(C(=O)CN1C(=S)NC(C)(C)CC1C)c1ccc(C)c(C)c1 (centres undefined)
  A = 32 | B = -1 | C = 4 | D = 0.3 | E = -4 | F = -2 | G = -5 | H = 96 | I = 1 | J = -3.5
O=C(CSc1nnc(C2CC2)n1CC1CCCO1)Nc1cccc(Cl)c1 (centres undefined)
  A = 4 | B = -1 | C = -3 | D = -0.3 | E = 4 | F = 0 | G = -11 | H = 105 | I = -6 | J = 0.5
Cc1cc(C)n(CCN(C)C(=O)CCc2nnc(-c3ccc4c(c3)OCO4)o2)n1
  A = -3 | B = 2 | C = -1 | D = 0.7 | E = -1 | F = -2 | G = 2 | H = 102 | I = -5 | J = 1.1
Cc1csc(NC(=O)CN2C(=O)c3ccccc3C2=O)c1C(N)=O
  A = 5 | B = x | C = -1 | D = x | E = -1 | F = x | G = x | H = 98 | I = x | J = x
CN(C)CCCNCCNC(=O)/C=N\O
  A = -2 | B = -5 | C = 3 | D = -3.3 | E = 3 | F = 1 | G = -4 | H = 108 | I = 6 | J = 2.0
COc1ccc(C)cc1N/C(N)=N/c1nc(C)cc(C)n1
  A = 16 | B = -3 | C = 34 | D = -1.2 | E = -1 | F = -1 | G = 9 | H = 102 | I = 3 | J = 0.5
COc1ccc(OCc2nn3c(-c4ccccn4)nnc3s2)cc1
  A = 0 | B = -2 | C = -5 | D = -2.7 | E = 9.5* | F = 2 | G = 2 | H = 103 | I = 2 | J = 0.3
COc1ccc(NC(=O)/C(C#N)=C/c2ccc(OCc3ccccc3F)cc2)cc1
  A = 11 | B = 3 | C = -4 | D = -0.5 | E = 0 | F = -2 | G = -19 | H = 99 | I = 2 | J = 0.6
O=C(c1ccccc1)c1sc(N2CCOCC2)nc1-c1ccccc1
  A = 0 | B = -1 | C = -8 | D = -2.2 | E = -2 | F = -3 | G = -14 | H = 92 | I = -1 | J = 2.5
CCCNC(=O)CSc1nc(Cc2ccccc2)nc2ccccc12
  A = 30 | B = 1 | C = -2 | D = -0.9 | E = 1 | F = -3 | G = -1 | H = 98 | I = -2 | J = 1.1
OCC1(Cc2ccccc2)CCN(Cc2ccccn2)CC1
  A = -14 | B = -2 | C = x | D = -0.3 | E = 0 | F = -1 | G = -3 | H = 104 | I = x | J = 0.8
Cc1ccc(C(=O)/C=C/c2ccc(-c3ccccc3[N+](=O)[O-])o2)cc1
  A = 22 | B = -4 | C = 0 | D = -1.7 | E = 10 | F = -1 | G = 1 | H = 111 | I = -2 | J = 1.0
O=C(N/N=C/c1cccnc1)C12CC3CC(CC(C3)C1)C2
  A = -2 | B = -1 | C = -1 | D = -0.8 | E = 0 | F = -1 | G = 0 | H = 108 | I = x | J = 1.0
COc1ccc(C(C(=O)NC2CCCCC2)N(CC2CCCO2)C(=O)CNC(=O)c2ccco2)cc1 (centres undefined)
  A = 6 | B = -3 | C = 0 | D = -1.8 | E = -1 | F = 0 | G = -6 | H = 106 | I = -1 | J = 0.9
O=C(Nc1nnc(C2CCCC2)s1)C1CCN(S(=O)(=O)c2ccc(Cl)cc2)CC1
  A = -3 | B = -10 | C = -2 | D = -2.5 | E = 2 | F = -2 | G = -9 | H = 128 | I = -3 | J = 0.6
O=C(N/C=N/OCc1cccc(C(F)(F)F)c1)N1OC[C@@H]2COc3ccc4ccccc4c3[C@@H]21
  A = 4 | B = -2 | C = x | D = -1.0 | E = x | F = -6 | G = -7 | H = 100 | I = 1 | J = -4.5
CCC(C)(C)NC(=O)c1ccc(Br)o1
  A = -1 | B = -2 | C = -2 | D = 0.2 | E = -1 | F = 2 | G = -4 | H = x | I = -1 | J = -1.6
Cc1cccc(C)c1OCc1n[nH]c(=S)n1N
  A = 6 | B = -1 | C = 1 | D = 0.6 | E = 2 | F = 1 | G = -4 | H = 94 | I = x | J = 1.2
CCc1ccc(-c2cc(C)no2)cc1S(=O)(=O)Nc1cccc(CN2CCCC2)c1
  A = 2 | B = -7 | C = -1 | D = -3.7 | E = -1 | F = 0 | G = -9 | H = x | I = -3 | J = -0.3
COCCCNC(=O)c1ccc(N(C)S(=O)(=O)c2ccc(OC)cc2)cc1
  A = 5 | B = 0 | C = 1 | D = 0.4 | E = 1 | F = -1 | G = -3 | H = 104 | I = 4 | J = -1.3
Cn1c(CNC(=O)c2ccco2)nnc1SCC(=O)N1c2ccccc2Sc2ccccc21
  A = -4 | B = 1 | C = 3 | D = 0.0 | E = -2 | F = 0 | G = -3 | H = 108 | I = -7 | J = 1.4
CCOC(=O)CSc1nnc(CNc2ccc(Cl)cc2)n1Cc1ccccc1
  A = 10 | B = -2 | C = 14 | D = 0.5 | E = -1 | F = 0 | G = 0 | H = 122 | I = -2 | J = 0.3
COc1cccc(N2CCN(c3ccc4nnc(CCC(=O)Nc5ncccc5C)n4n3)CC2)c1
  A = 36 | B = 3 | C = 9 | D = -1.7 | E = -2 | F = 3 | G = -6 | H = x | I = -2 | J = -2.0
COc1ccc2[nH]c(C(=O)N3CCC(Cc4ccccc4)CC3)cc2c1
  A = 17 | B = 3 | C = -2 | D = 0.1 | E = 5 | F = -1 | G = -2 | H = 115 | I = 11 | J = -1.1
O=C(O)C1C2C=CC(C2)C1C(=O)Nc1ccc(Cl)c(Cl)c1 (centres undefined)
  A = -8 | B = -8 | C = 0 | D = 0.2 | E = -6 | F = 2 | G = -3 | H = 111 | I = x | J = -0.5
COc1ccc(NC(=O)CC2C(=O)N(c3cccc(OC)c3)C(=O)N2CCC(C)C)cc1 (centres undefined)
  A = -5 | B = -4 | C = 1 | D = -2.1 | E = 3 | F = -1 | G = -7 | H = 97 | I = x | J = -1.3
C=CCn1c(SCC(=O)Nc2c(C)n(C)n(-c3ccccc3)c2=O)nnc1-c1cccnc1
  A = 13 | B = -6 | C = -1 | D = 0.0 | E = 0 | F = 3 | G = 3 | H = 114 | I = -3 | J = 3.4

Structures above with an aryl thioether with sulfur outside any ring (five):
Screens by letter: A = Arr AP2 block; B = Keap1 Nrf2 FP; C = NSD2 inh; D = CAL PDZ FP-1; E = V-ATPase pH; F = DAGLB inhibitor; G = RTF Ca sens inh; H = Pemphigus Ab inh; I = CAL PDZ FP-2; J = LANA DNA inh
O=C(CSc1nnc(C2CC2)n1CC1CCCO1)Nc1cccc(Cl)c1 (centres undefined)
  A = 4 | B = -1 | C = -3 | D = -0.3 | E = 4 | F = 0 | G = -11 | H = 105 | I = -6 | J = 0.5
CCCNC(=O)CSc1nc(Cc2ccccc2)nc2ccccc12
  A = 30 | B = 1 | C = -2 | D = -0.9 | E = 1 | F = -3 | G = -1 | H = 98 | I = -2 | J = 1.1
Cn1c(CNC(=O)c2ccco2)nnc1SCC(=O)N1c2ccccc2Sc2ccccc21
  A = -4 | B = 1 | C = 3 | D = 0.0 | E = -2 | F = 0 | G = -3 | H = 108 | I = -7 | J = 1.4
CCOC(=O)CSc1nnc(CNc2ccc(Cl)cc2)n1Cc1ccccc1
  A = 10 | B = -2 | C = 14 | D = 0.5 | E = -1 | F = 0 | G = 0 | H = 122 | I = -2 | J = 0.3
C=CCn1c(SCC(=O)Nc2c(C)n(C)n(-c3ccccc3)c2=O)nnc1-c1cccnc1
  A = 13 | B = -6 | C = -1 | D = 0.0 | E = 0 | F = 3 | G = 3 | H = 114 | I = -3 | J = 3.4

2 records picked at random from the list so far:
Screens by letter: A = Arr AP2 block; B = Keap1 Nrf2 FP; C = NSD2 inh; D = CAL PDZ FP-1; E = V-ATPase pH; F = DAGLB inhibitor; G = RTF Ca sens inh; H = Pemphigus Ab inh; I = CAL PDZ FP-2; J = LANA DNA inh
O=C(N/C=N/OCc1cccc(C(F)(F)F)c1)N1OC[C@@H]2COc3ccc4ccccc4c3[C@@H]21
  A = 4 | B = -2 | C = x | D = -1.0 | E = x | F = -6 | G = -7 | H = 100 | I = 1 | J = -4.5
Cc1ccc(C(=O)/C=C/c2ccc(-c3ccccc3[N+](=O)[O-])o2)cc1
  A = 22 | B = -4 | C = 0 | D = -1.7 | E = 10 | F = -1 | G = 1 | H = 111 | I = -2 | J = 1.0
